HT1080 IDH1KD tx = HT-1080 IDH1 knockdown cell toxicity (counter line); HT-1080 IDH1 knockdown viability, ATP luminescence, 48 h; Potency, µM (titrated, usually from 46.1 µM), for inactives: at the top dose activity, negative = toxicity, usual class: cytotoxic; 360,000 compounds, 2% hits;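 also: 0% = DMSO wells and -100% = cell-free medium wells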
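In this qHTS, HT-1080 cells depleted of IDH1 are exposed for 48 h at 37 °C to compound titrations. Toxicity is scored from CellTiter-Glo luminescence, with DMSO as full viability and medium alone as none.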
HT1080NT lethal = kills 2HG-producing HT-1080-NT fibrosarcoma cells. Potency, µM (series often up to 46.1 µM), for the others: at the highest dose activity, negative = less viability, actives largely listed as cytotoxic. HT-1080-NT fibrosarcoma viability, CellTiter-Glo ATP luminescence, 48 h. AID 686970. 360,000 compounds, 1.6% hits;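 also: NT is the 2HG producing partner of a matched IDH1 knockdown line; 0% = DMSO-treated cells and -100% = media-only wells without cells; nearly all actives have a fitted effect of over 55% in size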
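Viability by CellTiter-Glo luminescence after 48 h compound exposure at 37C of HT-1080-NT cells (750/well, RPMI, 5% FBS). % activity scaled between DMSO wells and medium-only wells, then curve-fitted and categorized by curve class.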
KB-V1 cytotox = KB-V1 MDR subline cytotoxicity | KB-V1 MDR cells viability, CellTiter-Glo, 72 h | Potency, µM (top dose mostly 46.1 µM), inactives show at the top dose activity change, negative = cytotoxicity, actives largely listed as cytotoxic | 400,000 compounds, 3.4% hits | AID 1347076; also: % is scaled to controls: 0 for no effect and ±100 for the full control effect; nearly all actives have a fitted effect of over 60% in size
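Luminescent ATP read-out (CellTiter-Glo, 10 min) measures survival of drug-selected KB-V1 MDR cells after 72 h, 37 degrees C compound exposure. Medium: phenol-red-free DMEM, 10% FBS. Values from fitted concentration-response curves.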
GLP-1R agonist = activates the human GLP-1 receptor; HEK293 GLP-1R CRE-luciferase, luminescence, 4-6 h; cells express a hypersensitive GLP-1R form; Potency, µM (doses to about 45.6 µM), inactives show top-dose activation, usual class: activators; 380,000 compounds, 0.007% hits; AID 624172; also: % of control where 0% means no effect
Target sequence (P43220 whole entry, looked up): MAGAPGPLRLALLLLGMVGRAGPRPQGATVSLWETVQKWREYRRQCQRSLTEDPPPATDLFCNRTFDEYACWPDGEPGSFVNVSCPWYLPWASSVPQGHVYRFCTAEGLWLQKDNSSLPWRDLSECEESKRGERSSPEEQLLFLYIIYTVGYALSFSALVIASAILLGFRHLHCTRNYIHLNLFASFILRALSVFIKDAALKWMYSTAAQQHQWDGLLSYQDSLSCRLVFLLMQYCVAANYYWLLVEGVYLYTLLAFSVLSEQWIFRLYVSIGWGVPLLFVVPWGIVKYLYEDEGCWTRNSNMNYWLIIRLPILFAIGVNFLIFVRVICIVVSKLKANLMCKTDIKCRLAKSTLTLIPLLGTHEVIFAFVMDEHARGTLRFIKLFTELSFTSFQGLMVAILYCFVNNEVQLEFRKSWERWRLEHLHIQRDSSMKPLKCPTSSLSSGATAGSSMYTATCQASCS
TDP-43 yeast inh = rescues yeast growth from TDP-43 toxicity; 410,000 compounds, 1.8% hits; Potency, µM (series often up to 46.1 µM), for the others: at the top dose growth rescue (activation), actives largely listed as activators; TDP-43 expressing yeast growth rescue, BacTiter-Glo, 24 h; also: % of control where 0% means no effect; nearly all actives have a fitted effect of over 50% in size
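Growth rescue of TDP-43-toxic yeast measured as ATP luminescence (BacTiter-Glo). Cells grown to mid-log in raffinose, induced in galactose at OD600=0.02, exposed to compound 24 hr at 30 deg C.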
KB-3-1 tox = KB-3-1 parental cell cytotoxicity. KB-3-1 viability, CellTiter-Glo ATP luminescence, 72 h. Potency, µM (top dose mostly 46.1 µM), for the others: at the top dose activity change, negative = cytotoxic, hits mostly cytotoxic. 400,000 compounds, 1.4% hits. AID 1347075; also: % is scaled to controls: 0 for no effect and ±100 for the full control effect; nearly all actives have a fitted effect of over 60% in size
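72 h, 37 °C compound treatment of KB-3-1 parental cells; CellTiter-Glo added, 10 min, luminescence read. Data corrected against DMSO-only plates and normalized before curve fitting.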
SW480 rerep = inducers of DNA re-replication in SW480 colon cancer cells; SW480 DNA re-replication, Hoechst DNA content imaging, 48 h; Potency, µM (highest dose often 46.1 µM), for the others: top-dose re-replication activation, actives largely listed as activators; 340,000 compounds, 1.8% hits; also: % of control where 0% means no effect; nearly all actives have a fitted effect of over 55% in size
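Per well, 250 cells were exposed to pinned compound for 48 hr. Nuclear DNA was visualised with Hoechst (40 min, 37 C) and total object intensity recorded by fluorescence scanning.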
GLP-1R inv ag = GLP-1 receptor (human) inverse agonism | P43220 | HEK293 GLP-1R CRE-luciferase, luminescence, 24 h; GLP-1R form is constitutively active | Potency, µM (doses to about 38.3 µM), inactives show at the top dose activity change, negative = inhibition, most hits filed as inhibitors | 410,000 compounds, 1.6% hits | AID 624417; also: % is scaled to controls: 0 for no effect and ±100 for the full control effect; nearly all actives have a fitted effect of over 55% in size
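Cells are plated, allowed 12 hours at 37 deg C, then treated with compounds for 24 hr before luciferase detection reagent is added and luminescence is read after 12 min at room temperature. The HEK293 line carries constitutively active GLP-1R with a cAMP-responsive reporter.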
HEK293 tox = cytotoxicity counter-screen for GLP-1 receptor inverse agonists; 410,000 compounds, 0.13% hits; Potency, µM (series often up to 38.3 µM), for the others: top-dose activity change, negative = inhibition, actives largely listed as inhibitors; HEK293 cAMP-luciferase reporter cells, luminescence, 24 h; AID 624418;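 also: loss of luciferase light is scored as toxicity; % is scaled to controls: 0 for no effect and ±100 for the full control effect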
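A 23 nL compound transfer followed 12 hours of cell culture at 37 deg C; exposure then lasted 24 hr. Luciferase assay detection reagent was dispensed and plates read for luminescence after a 12 min room-temperature wait.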
Active calls of the source: *; ? = inconclusive; . = not tested or not shown; & = joins results of further samples; [ ] = dose if it differs, or a comment. Calls follow the shape of the dose curve; as a rule, active = well fitted curve in the direction sought with a large enough effect; inconclusive = small, poorly fitted or top-dose-only effect, or another doubt; inactive = no such curve, though single readings can be large; an effect the other way counts as inactive or inconclusive. Potency is read from the fitted curve at half-maximal effect.

Screens in order – HT1080 IDH1KD tx, HT1080NT lethal, KB-V1 cytotox, GLP-1R agonist, TDP-43 yeast inh, KB-3-1 tox, SW480 rerep, GLP-1R inv ag, HEK293 tox
C[C@@H]1CN(C2CCC(C#N)(c3ccc(F)cc3)CC2)CC[C@]1(C(=O)O)c1ccccc1 (stereo partly specified)
→ 0.8%, ?, -2.4%, -3.1%, ?, 0.0%, 30.0%, 4.0%, 1.0%
CSc1nnc(C2CCNCC2)n1C
→ 3.0%, 15.6%, 6.6%, -6.2%, -2.2%, 8.9%, -9.3%, -21.2%, -16.6%
O=C(Nc1ccc(Cl)c(Cl)c1)c1cccc(S(=O)(=O)NCc2cccnc2)c1
→ 23.1µM*, 7.31µM*, -26.5%, 2.9%, -90.8%[inhibitor], -27.7%, -6.6%, 11.2µM*, ?
Fc1ccc(CNCCc2ccccc2)cc1
→ 1.3%, -2.5%, 15.1%, -1.3%, -16.4%, 9.5%, 0.6%, ?, 5.6%
COc1ccccc1CCNCc1ccc(OC)c(OC)c1OC
→ -3.5%, -11.1%, -6.3%, -4.5%, 1.0%, 3.0%, 1.6%, -2.4%, 0.6%
C=CCC1C(=O)NC(=S)NC1=O
→ 15.1%, 23.2%, 1.5%, 0.5%, 2.9%, 18.2%, 1.4%, 2.4%, -2.2%
O=C(CC1CCCCC1)N1CCC(c2nc(-c3ccc(S(=O)(=O)N4CCCC4)cc3)no2)CC1
→ 2.2%, 4.4%, 14.6µM*, 0.0%, -8.5%, -9.7%, ?, 4.3%, -17.1%
CCC(=O)N1CC(=O)Nc2ccc(Br)cc2C1c1ccccc1 (stereo unspecified)
→ 14.4%, 19.1%, 20.8%, 2.5%, -14.9%[0.397 µM], -9.1%, 22.8%, 16.3%, 0.5%
CCCCCc1nc2ccccc2c(=O)n1-c1ccc(Cl)cc1[N+](=O)[O-]
→ 7.1%, 5.6%, -6.4%, -18.3%, -9.0%, 10.4%, 0.9%, 6.3%, -5.7%
C(=N\Nc1ncnc2sc3c(c12)CCC3)/c1ccncc1
→ ?, ?, 18.4µM*, -5.5%, 11.1%, ?, ?, ?, ?
Cc1ccccc1NC1=NCCCS1
→ 14.3%, 11.4%, 3.1%, 1.5%, -17.7%, 4.7%, -8.3%[9.22 µM], -8.1%, 3.6%
CN1CCc2cccc(Cl)c2CC1
→ 5.4%, -7.4%, 13.7%, -1.8%, 3.9%, 0.0%, 11.8%, -3.9%, -3.6%
CC(=O)O[C@]1(c2ccccc2)CCN(C)[C@H]2CCCC[C@@H]21
→ 4.3%, 3.0%, 7.8%, -6.0%, 9.7%, 8.2%, -2.6%, ?, -21.9%
Cc1sc2nc(COC(=O)Cc3ccccc3)[nH]c(=O)c2c1C
→ 5.5%, 2.4%, 4.3%, 10.7%, 0.0%, 5.0%, -5.5%, 0.0%, -10.1%
c1ccc(CCNCc2cccs2)cc1
→ -8.7%, -14.1%, -2.2%, -1.5%, -10.1%, -9.1%, -28.6%, -1.4%, 7.5%
CCN(CC)c1ccc(/C=C2/C(=O)NC(=O)N(CC3CCCO3)C2=O)cc1 (stereo unspecified)
→ 3.7%, 4.0%, 8.7%, -0.6%, 5.1%, -0.2%, ?, 14.2%, -4.6%
Cc1ccsc1C(=O)C1CCCN(Cc2ccc(-n3cccn3)cc2)C1 (stereo unspecified)
→ ?, -16.1%, ?, 5.8%, -11.5%, 0.0%, ?, 10µM*, -14.0%
CC/C(=N\NC(=S)Nc1ccccc1)c1c(O)[nH]c(=O)[nH]c1=O
→ 16.8%, 8.5%, 6.6%, 23.5%, 12.4%, 26.2%, -3.6%, 14.3%, 3.2%
C[C@]12CC[C@@H]3c4ccc(O)c(O)c4CC[C@H]3[C@@H]1CC[C@@H]2O
→ ?, ?, -5.2%, 2.0%, ?, ?, ?, 32.0%[activator], ?
S=C(Nc1ccccc1)Nc1ccccn1
→ 8.2%, 3.3%, 10.2%, 2.4%, ?, -0.3%, ., ?, ?
C[C@]12CC[C@@H](O)CC1=CC(=O)C1C2CC[C@]2(C)C(=O)[C@H](O)CC12 (stereo partly specified)
→ 9.5%, 0.4%, -24.9%, -5.6%, -5.0%, -5.6%, ., 8.8%, 5.0%
Cc1ccc(S(=O)(=O)N2CCN(C(=O)COC(=O)Cc3ccccc3)CC2)c(C)c1
→ 18.1%, 18.1%, 0.0%, 6.0%, -13.9%, -0.6%, -3.6%, 0.7%, 3.6%
COC(=O)C1=C(c2cccc(OC)c2OC)C[C@@H]2CC[C@H]1N2C(=O)N1CCOCC1
→ 9.9%, 11.8%, -13.4%, -0.5%, 8.5%, 10.7%, -29.7%[9.22 µM], 10.8%, 6.3%
CCCCCN1C(=O)c2ccccc2[C@@]2(C(=O)OCC)Cc3cc(OC)ccc3[C@@H]12
→ 11.6µM*, 14.6µM*, ?, -13.4%, -84.8%[inhibitor], 5.8µM*, ., 8.91µM*, ?
C=CCn1c(O)c(/C=N/N2CCCCC2c2cccnc2)c(=O)[nH]c1=S (stereo unspecified)
→ 12.9%, 6.9%, -24.0%, -0.7%, 16.0%, 20.2%, 1.3%, 15.2%, -0.8%
CCCCC1(CCCC)C(=O)NC(=Nc2cccc(C)c2)NC1=O
→ 18.4µM*, ?, ?, -18.7%, 14.7%, ?, 1.9%, ?, ?
COc1cccc(-n2c(O)c(C=NCCN3CCOCC3)c(=O)[nH]c2=O)c1
→ 3.1%, 14.2%, 13.7%, -9.8%, -12.9%, ?, -3.7%, 3.2%, -0.3%
CC(C)OS(C)(=O)=O
→ 4.4%, 1.9%, 25.7%, -3.2%, 22.8%, 0.0%, ?, -3.7%, -1.7%
CN=C(SCC(=O)c1cccc(Cl)c1)c1c(O)n(C)c(=O)n(C)c1=O
→ -28.1%, -3.6%, -29.2%, 9.4%, -17.4%, 0.0%, ?, 14.3%, 4.9%
C=C(C)CC1(CC)C(=O)NC(=S)NC1=O
→ 15.0%, 15.4%, -9.7%, 5.9%, -18.1%, -4.1%, -9.4%, 19.9%, 11.7%
CC(C)(C)OC(=O)NCCCCCNC(=O)c1[nH]cnc1C(=O)Nc1ccc(Cl)cc1
→ ?, ?, -2.8%, -5.4%, ?, ?, 4.4%, ?, ?
COc1ccccc1C(CCNCc1ccccc1)c1ccc(OC(C)C)cc1 (stereo unspecified)
→ ?, ?, 7.8%, -2.5%, 0.7%, ?, ?, ?, ?
CC(=O)C1C2c3ccccc3OC1(C)N=c1s/c(=C/c3cn(C)nc3C)c(=O)n12 (stereo unspecified)
→ 3.7%, 4.7%, 6.3%, 4.2%, 2.8%, 1.1%, -8.4%, 44.2%[activator], -12.4%
c1cncc(CNC2=NCCCCC2)c1
→ 19.4%, 8.9%, 18.1%, -15.5%, 15.3%, 14.8%, -2.2%, 0.0%, 12.7%
CCOC(=O)C1CCN(C=C2C(=O)N(C)C(=S)N(C)C2=O)CC1
→ -8.1%, 3.3%, 1.3%, -17.5%, -13.4%, 7.3%, 1.4%, -13.6%, -12.7%
COc1ccc2c(c1)NP(=S)(c1ccccc1)N2C (stereo unspecified)
→ 9.9%, 9.0%, 12.1%, 3.5%, -1.2%, -0.9%, -10.0%, -9.6%, 4.2%
C/C=C(\C)C(=O)N[C@@H](c1ccccc1)[C@@H](O)C(=O)O[C@H]1C[C@@]2(O)[C@@H](OC(=O)c3ccccc3)C3[C@](C)(C(=O)[C@H](OC(C)=O)C(=C1C)C2(C)C)[C@H](O)C[C@H]1OC[C@@]31OC(C)=O (stereo partly specified)
→ 0.0052µM*, 0.0461µM*, ?, 3.0%, -1.8%, 0.0073µM*, 1.46µM*, -73.0%, -34.6%
O=C(Nc1ccc(Cl)cc1C(=O)c1ccccc1)c1ccc(Br)o1
→ ?, -16.7%, ?, -6.2%, 0.7%, -0.7%, 2.0%, -20.4%, -0.1%
O=C1NC2C(=CC(O)C(O)C2O)c2cc3c(cc21)OCO3 (stereo unspecified)
→ 1.16µM*, ?, 2.31µM*, -10.7%, 15.2%, 3.26µM*, 22.6%, ?, ?
CC(NC(C)(C)C)C(=O)c1cccc(Cl)c1 (stereo unspecified)
→ 7.7%, 16.4%, -1.0%, -0.5%, 22.0%, 0.0%, 15.1%&-46.2%, -6.5%, -3.7%
CCC(c1nnnn1-c1ccc(OC)cc1)N1CCC2(CC1)C(=O)NCN2c1ccccc1 (stereo unspecified)
→ -12.3%, -14.5%, 20.7%, 1.7%, 20.1%, 0.1%, ., 22.5%, -8.8%
CC/C(=N\NC(=O)c1ccccc1)c1c(O)n(Cc2ccccc2)c(=O)[nH]c1=O
→ 0.6%, 18.4%, 24.2%, 2.2%, -26.5%, ?, 4.9%, ?, 1.5%
COC(=O)C1=C(c2ccc(OC(F)(F)F)cc2)C[C@@H]2CC[C@H]1N2C(=O)N1CCC(C)CC1
→ ?, ?, -54.2%, 19.6%, 30.5%, 0.0%, 23.9%, ?, -16.0%
C=CC(C)C(C(=O)c1ccccc1)N(C)C (stereo unspecified)
→ -0.2%, -6.6%, -1.2%, -1.1%, 3.7%, -14.9%, -2.6%, -2.6%, 4.1%
O=C(c1cccc(C(F)(F)F)c1)N1C[C@H]2C[C@@H](C1)c1cccc(=O)n1C2
→ 3.7%, 7.6%, 14.7%, -4.8%, 5.4%, 13.9%, -0.8%, 2.0%, -12.0%
O=C(C(=O)N1CCOCC1)c1cn(Cc2ccccc2F)c2ccccc12
→ -11.8%, -3.1%, 0.0%, 13.8%, -2.6%, -0.3%, 5.2%, -21.9%, 12.8%
COc1ccccc1N1CCN(Cc2ccc(Cl)cc2Cl)CC1
→ 0.0%, -23.5%, -4.3%, 0.1%, -10.0%, -18.5%, 15.5%, ?, -21.2%
CCCCCCCCCCCCCCCCn1cc[n+](C)c1
→ 20.6µM*, 16.4µM*, 0.0%&-15.8%, -3.1%&-0.6%, -58.1%&-92.5%[inhibitor], 4.11µM*, ?, 7.08µM*, ?
CCN(CC)C(=O)CSc1nc(N)c2c3c(sc2n1)CC(C)CC3 (stereo unspecified)
→ ?, -22.2%, ?, ?, 27.9%, 4.1%, 1.4%, ?, ?

These rows are one share of the data; rates above refer to the full screens.
